# Screening results from PubChem BioAssay.
# MazEF act = activators of E. coli MazEF toxin-antitoxin RNase, primary screen, biochemical, fluorescence, uHTS; Endoribonuclease toxin MazF (Escherichia coli (strain K12)), P0AE70; activation, % at 20 µM; FAM/BHQ RNA-DNA oligo cleavage fluorescence, 5 h; AID 504720, 2011; 350,000 compounds, 0.32% hits; in the data active = activation above about 50%
# Target sequence (P0AE70 whole entry, looked up): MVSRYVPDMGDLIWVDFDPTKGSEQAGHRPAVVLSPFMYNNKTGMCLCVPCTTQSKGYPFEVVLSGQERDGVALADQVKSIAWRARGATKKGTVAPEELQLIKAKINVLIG
# FBA Mtb inh = Mtb FBA enzyme inhibitors, primary screen, biochemical, fluorescence, strain H37Rv; Fructose-bisphosphate aldolase (Mycobacterium tuberculosis (strain ATCC 25618 / H37Rv)), …; purified M. tuberculosis FBA, fluorescence read-out; inhibition, % at 1 µM; 360,000 compounds, 2.3% hits; in the data active = inhibition above about 27%;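 also: 0% = vehicle and 100% = reference inhibitor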
# Target sequence (P9WQA3 whole entry, looked up): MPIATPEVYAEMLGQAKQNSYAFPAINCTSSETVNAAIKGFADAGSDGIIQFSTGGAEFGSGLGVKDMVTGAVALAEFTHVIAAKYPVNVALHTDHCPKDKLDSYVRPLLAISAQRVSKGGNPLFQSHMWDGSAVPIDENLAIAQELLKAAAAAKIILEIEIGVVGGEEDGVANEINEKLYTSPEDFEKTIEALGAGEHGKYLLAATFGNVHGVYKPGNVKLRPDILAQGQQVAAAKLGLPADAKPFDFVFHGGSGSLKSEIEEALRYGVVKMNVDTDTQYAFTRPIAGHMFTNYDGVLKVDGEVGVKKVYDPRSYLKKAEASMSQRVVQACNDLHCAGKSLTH
# SSB-PriA inh = inhibitors of Klebsiella pneumoniae PriA binding to SSB C-terminal tail, primary screen, biochemical, AlphaScreen; PriA–SSB C-terminal tail interaction (Klebsiella pneumoniae); AlphaScreen SSBct-PriA binding, biotinylated peptide; inhibition, % at 33 µM; 430,000 compounds, 0.6% hits; AID 1272365, 2023; in the data active = inhibition mostly above about 37%, no sharp cut-off; inactive = mostly below about 20%;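 also: plate controls were negative control peptide for no effect and reference peptide for full effect; strong numbers were not always called active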
# GDH-TPI inh = GDH-TPI coupling enzyme inhibitors, primary screen, artefact control for M. tuberculosis FBA inhibitor project, biochemical, absorbance, full deck | 360,000 compounds, 1.2% hits | GDH-TPI coupled enzyme counterscreen, NADH absorbance | inhibition, % at 4.8 µM | AID 588335, 2011; in the data active = inhibition above about 30%;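 also: 0% = DMSO wells and 100% = wells lacking the enzyme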
# BioA inh = M. tuberculosis BioA enzyme inhibitors, primary screen, biochemical, plate reader, single point, HTS; 360,000 compounds, 0.096% hits; purified M. tuberculosis BioA enzyme; AID 602481, 2012; inhibition, % at 9.99 µM; in the data active = inhibition above about 40%
# UGM FP inh = M. tuberculosis UGM enzyme inhibitors, primary screen, biochemical, fluorescence polarization, single point | UDP-galactopyranose mutase (Mycobacterium tuberculosis (strain ATCC 25618 / H37Rv)), … | purified UGM, fluorescence polarization probe displacement | inhibition, % at 10 µM | 320,000 compounds, 0.06% hits | AID 504406, 2011; in the data active = inhibition above about 10%, passing the limit was not always enough
# Target sequence (P9WIQ1 whole entry, looked up): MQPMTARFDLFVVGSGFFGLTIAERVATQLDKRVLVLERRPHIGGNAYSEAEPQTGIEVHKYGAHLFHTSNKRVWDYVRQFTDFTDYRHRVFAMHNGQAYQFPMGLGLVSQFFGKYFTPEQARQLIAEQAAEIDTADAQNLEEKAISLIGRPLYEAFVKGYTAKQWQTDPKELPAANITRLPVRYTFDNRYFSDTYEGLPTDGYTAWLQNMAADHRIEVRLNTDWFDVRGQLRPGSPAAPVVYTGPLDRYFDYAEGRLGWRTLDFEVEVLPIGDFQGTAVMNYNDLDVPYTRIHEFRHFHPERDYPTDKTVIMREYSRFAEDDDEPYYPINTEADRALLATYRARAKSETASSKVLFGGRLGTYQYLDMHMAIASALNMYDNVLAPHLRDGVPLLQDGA
# DUSP3 inh = VHR1 phosphatase inhibitors, primary screen, biochemical, absorbance, uHTS; Dual specificity protein phosphatase 3 (Homo sapiens), P51452; recombinant VHR phosphatase, pNPP absorbance; inhibition, % at 13.3 µM; 290,000 compounds, 0.52% hits; AID 1654, 2009; in the data active = inhibition above about 50%; also: some compounds called inactive have numbers as strong as hits
# SARS 3CLpro inh = SARS-CoV 3CLpro protease inhibitors, primary screen, biochemical, quenched FRET; AID 1706, 2009; inhibition, % at 6 µM; recombinant SARS-CoV 3CLpro, quenched FRET peptide cleavage; Replicase polyprotein 1ab (Severe acute respiratory syndrome coronavirus), P0C6X7; 290,000 compounds, 0.14% hits; in the data active = inhibition above about 12%
# BH1578 lux ind = inducers of Vibrio cholerae quorum light production without autoinducers, primary screen, BH1578 luxS cqsA deficient, single point; V. cholerae BH1578 lux reporter, luminescence, 6 h; activation, % at 18.7 µM; 350,000 compounds, 0.16% hits; AID 588436, 2011; in the data active = activation mostly above about 9.7%, no sharp cut-off; also: not every result past the cut was called active; inactives centre near 0; reference of the scale not given here
# Rv3671c inh = Rv3671c serine protease inhibitors, primary screen, biochemical, fluorescence polarization, M. tuberculosis H37Rv; inhibition, % at 5.96 µM; AID 2606, 2010; 320,000 compounds, 0.048% hits; P9WHR9; in the data active = inhibition above about 38%;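 also: extracellular domain of Rv3671c used as enzyme; 0% = enzyme with DMSO and 100% = no enzyme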
# An asterisk follows results filed as active; i = inactive; · = not tested or not shown. These rows are one share of the data; rates above refer to the full screens.
canonical_smiles	MazEF act	FBA Mtb inh	SSB-PriA inh	GDH-TPI inh	BioA inh	UGM FP inh	DUSP3 inh	SARS 3CLpro inh	BH1578 lux ind	Rv3671c inh
C[N+]1(C)C2CCC1CC(OC(=O)c1c[nH]c3ccccc13)C2 (configuration not stated)	-12	2	1	-10	3.1	3.8	·	·	i	-5
CCOc1ccc(CNC(c2ccccc2)c2ccccc2)cc1	6	1	-65	5	-1.7	-0.4	-5	0	-2.4	-5
CCCN(CC(=O)Nc1ccccc1C)C(=O)CCl	2	-3	7	-13	-1.1	-3.1	-2	0	0.0	1
CNC(=O)n1ccc(C(=O)N2CCCCC2)n1	-4	-7	0	-12	-1.6	-1.7	5	-1	-4.8	7
CC(C)C[C@H]1CN=C(N(C)C)N1CC(C)C	7	4	1	7	-1.3	-1.6	·	·	-0.4	0
CCOc1ccc(-c2ccc(/C=C3/C(=N)N4C(C)=CSC4=NC3=O)o2)c([N+](=O)[O-])c1	18	-2	31	4	-1.3	-0.9	-4	-8	2.4	-1
CC(SCC(=O)NC12CC3CC(CC(C3)C1)C2)C(=O)O (configuration not stated)	2	-4	0	5	·	1.6	-10	-4	-3.4	-7
COc1ccc(Cn2nnnc2CN(Cc2cc3cccc(C)c3[nH]c2=O)C2CCCC2)cc1	-1	8	1	11	-4.0	-2.0	-8	-4	-0.4	-1
CC1CC(C)CN(S(=O)(=O)c2ccc(C(=O)NNC(=O)c3ccccc3F)cc2)C1 (configuration not stated)	-2	0	1	5	-1.9	-0.9	·	·	-0.7	0
O=C(Cn1cnc2c(cnn2-c2ccccc2)c1=O)NC1CCCC1	-3	3	-19	-11	-0.8	-2.0	-12	-1	-0.2	5
O=C(c1ccc(=O)[nH]c1)N(Cc1ccco1)C1(C(=O)NC2CCCC2)CCCCC1	5	1	-14	-5	-0.1	-1.8	-16	1	i	1
CCOc1ccc(NC(C)c2cc(Cl)ccc2O)cc1 (configuration not stated)	-1	2	40	12	-1.1	0.5	6	-5	i	-6
CCOC(=O)c1[nH]c2ccc(OC)cc2c1NC(=O)CCN1CCN(Cc2ccccc2)CC1	4	50*	6	5	0.5	-1.0	-9	5	-6.7	-5
Cc1ccnc(NC(=O)c2ccc(Cl)c(NC(=O)CCc3ccccc3)c2)c1	·	·	·	·	·	-1.8	12	2	·	-2
COC(=O)c1sc(NC(=O)/C=C/c2ccc(C)cc2)nc1C	6	1	4	-3	·	1.2	5	2	0.3	-14
CC(Sc1n[nH]c(N)n1)c1nc2scc(-c3cccs3)c2c(=O)[nH]1 (configuration not stated)	7	-3	-4	0	·	·	4	-3	2.8	-6
CCOc1cc(C2NC(=S)NC(C)=C2C(=O)Nc2ccccc2)ccc1O (configuration not stated)	1	-3	-8	8	10	1.9	15	3	2.0	1
O=C(CSc1nnc(SCc2ccccc2)s1)N/N=C/c1ccc(C(=O)O)cc1	3	2	i	19	-1.7	4.2	26	3	i	-8
COCCCNC(=O)c1cc2c(s1)CS(=O)(=O)C2	8	0	3	-4	0.6	-5.3	-4	5	1.7	1
CC1(C)CC(=O)c2c(noc2-c2ccccc2)C1	-10	0	-8	6	-1.2	-1.6	-4	-6	i	1
COc1ccc(NC(=O)CSCC(=O)Nc2ccc(S(=O)(=O)N3CCCC3)cc2)cc1	3	1	1	14	-1.3	1.8	14	-1	-5.0	-2
CC(=O)Nc1ccc(C(=O)OCC(=O)NCc2ccc(Cl)cc2)cc1	·	·	·	·	·	-1.7	-2	-2	·	-2
N#CC1(C#N)CC(C=O)=C(N)C1(C#N)CC(=O)C12CC3CC(CC(C3)C1)C2 (configuration not stated)	8	-4	-5	14	·	1.1	12	3	3.1	-15
COc1cc(N2CCOCC2)ccc1C=C1C(=O)NC(=O)NC1=O	-71	-1	1	29	·	-4.5	-2	2	i	-2
CN(CC(=O)Nc1ccc(F)cc1)C(=O)CSc1nnc(Cc2ccccc2)o1	1	-1	-5	-3	0.1	1.2	·	·	-7.1	2
OC(c1ccc(F)c(F)c1)c1nc(-c2ccncc2)cs1 (configuration not stated)	·	6	·	6	1.0	·	·	·	-0.1	·
O=C(COc1ncnc2cc(Cl)ccc12)c1ccccc1	3	0	-11	-3	-0.2	1.2	-8	6	-0.4	3
CC(C)(CNC(=O)CNC(=O)c1ccccc1F)N1CCOCC1	6	-1	-3	2	-2.1	-4.1	·	·	i	-1
CCOC(=O)c1c(C)nc2sc(C(=O)Nc3ccc(C(C)=O)cc3)c(N)c2c1-c1ccc(OC)cc1	-1	17	-34	29	·	3.7	-13	-1	i	-23
COCCNC(=O)c1ccc(NC(C)=O)cc1	7	1	-15	5	-1.3	-4.0	-2	-2	-2.0	-3

# Only GDH-TPI inh, for some of the entries so far:
Compound | GDH-TPI inh
OC(c1ccc(F)c(F)c1)c1nc(-c2ccncc2)cs1 (configuration not stated) | 6
O=C(COc1ncnc2cc(Cl)ccc12)c1ccccc1 | -3

# Continued.
canonical_smiles	MazEF act	FBA Mtb inh	SSB-PriA inh	GDH-TPI inh	BioA inh	UGM FP inh	DUSP3 inh	SARS 3CLpro inh	BH1578 lux ind	Rv3671c inh
COc1ccc(C2CC(c3ccco3)n3ncnc3N2)cc1 (configuration not stated)	1	11	-7	4	-2.5	0.2	12	-1	-0.2	1
O=C(c1ccccc1)N1CCN(c2ncccn2)CC1	8	1	-11	-9	1.2	-1.5	24	-1	i	-8
O=C(COC(=O)/C=C/c1ccc([N+](=O)[O-])cc1)Nc1ccc(F)cc1	5	-2	-3	3	0.5	-0.2	·	·	i	-1
COc1cc(CN2CCCN(C)CC2)c([N+](=O)[O-])cc1OC	-8	2	0	2	0.3	1.4	15	-3	-0.8	4
CNc1ccc(Oc2c(F)c(F)nc(F)c2F)cc1	9	5	-1	7	-0.7	4.7	-22	-6	i	4
COc1cc(NC(=O)c2cc3ccccc3cc2O)c(OC)cc1Cl	14	7	-9	10	-0.9	1.8	15	4	i	23
Cc1ccc(C(=O)Nc2ccc3c(c2)nc(CCNC(=O)c2ccco2)n3C)cc1	34	1	5	-9	-0.7	-1.4	-2	-5	i	5
CCc1nnc(NS(=O)(=O)c2ccc(NC(=O)/C=C/c3ccccc3Cl)cc2)s1	-5	-1	7	7	·	2.1	30	13*	0.4	-38
Cc1cnc(CNC(=O)C2(C)CCCN2CC(C)C)cn1 (configuration not stated)	·	-2	·	4	-0.4	·	·	·	-6.4	·
CS(=O)(=O)Nc1cccc(-c2ccc3nncn3c2)c1	·	2	·	9	2.5	·	·	·	0.0	·
COc1ccc(C)c2sc(NC(=O)C3CC3)nc12	4	1	-12	7	1.0	0.0	17	-2	-0.3	-8
CCOC(=O)C1CCCN(C(=O)c2cccc3ccccc23)C1 (configuration not stated)	7	-1	-14	-1	-0.6	-1.0	31	3	-0.5	8
O=C1C=C(c2cccc(Cl)c2O)C[C@@H](c2ccc(Cl)cc2)C1	3	-2	-9	12	0.4	3.6	·	·	-3.6	-9
Cc1cc(C)c2c(-n3cccc3)n[nH]c2n1	-7	0	-14	8	-0.7	1.0	3	8	-0.3	1
O=c1[nH]cnc2c1ncn2[C@H]1CC[C@@H](CO)O1	4	-1	-8	5	-0.9	3.0	21	3	-0.5	-3
Cc1nnc(N/N=C\c2ccc(-c3cccc(C(=O)O)c3)o2)n1N	-26	18	·	18	·	1.0	18	0	-0.3	-61
COc1cc([N+](=O)[O-])ccc1NC(=O)COC(=O)c1c[nH]c(=O)[nH]c1=O	1	-4	2	9	-0.5	-1.6	·	·	i	1
CCC(C)[C@H](NC(=O)N1CCCCCC1)C(=O)O (some centres not stated)	-5	-1	-6	6	0.2	2.4	13	3	-2.8	5
COc1ccc2nc(NC(=O)c3ccccc3O)sc2c1	-3	13	-15	14	-0.3	-0.1	14	-1	-0.5	-20
O=C1C=C(NC2=CC3OC(c4ccccc4)OCC3OC2=O)CCC1 (configuration not stated)	3	0	-13	12	·	1.0	-4	-1	i	-3
Cc1cccc(C)c1NC(=O)C(=O)NCc1ccccn1	0	1	-23	-16	0.2	-3.0	10	-6	-0.1	10
CC(C)c1nc(CNC(=O)CCc2nnc(-c3ccsc3)o2)cs1	1	-3	-2	-6	·	2.8	14	6	-0.3	-1
Cc1ccc(S(=O)(=O)NC(C)C(=O)NC2CC2)cc1 (configuration not stated)	0	-1	-6	0	-2.1	2.2	24	-6	-0.6	·
COc1ccc(S(=O)(=O)Nc2ncccn2)cc1	3	2	-10	13	-3.1	1.6	17	-2	-0.3	-1
O=C(Cn1cc(C(F)(F)F)ccc1=O)Nc1cc(S(=O)(=O)N2CCOCC2)ccc1Cl	0	-2	-6	-1	-1.8	1.9	-3	6	i	-5
COc1cccc(C2C(C(=O)c3cc4ccccc4o3)=C(O)C(=O)N2CCN(C)C)c1OC (configuration not stated)	-6	5	-6	19	-3.4	0.0	·	7	i	3
Cc1ccc(-n2nnnc2SCC(N)=O)c(C)c1	-1	-1	-8	-10	·	-3.7	-6	4	i	6
CC(O)CNc1nc2c(c(=O)n(Cc3ccc(Cl)c(Cl)c3)c(=O)n2C)n1C (configuration not stated)	-21	4	-1	0	·	-0.8	17	5	-0.9	-3
COC(=O)C1(Cc2cc(-c3cccnc3)no2)CCN(C(=O)OC(C)(C)C)CC1	0	0	-11	0	14	0.2	32	-1	i	4
CC1(C)Oc2ccc(C(=O)N3CCCCC3)cc2N(CC(=O)NCc2ccccc2)C1=O	1	0	-19	-6	-0.7	-0.6	-5	-2	1.4	1
O=C(CN1CCN(c2ccccc2)CC1)Nc1ccc(F)cc1	4	1	2	-6	0.9	3.9	22	-4	-0.6	-4
CC1CCCN(S(=O)(=O)c2ccc(C(=O)Nc3nnc(-c4ccccn4)o3)cc2)C1 (configuration not stated)	3	1	-5	19	·	-3.7	-1	2	-0.3	-18
O=C(c1ccc(Cl)cc1)N1CCc2ccccc21	6	1	-24	2	-0.9	-4.5	56*	-3	-0.3	-7
CCOC(=O)N1CCN(C(=O)c2cccc(OC)c2OC)CC1	0	1	-2	-2	-0.1	-0.1	-1	1	0.0	6
CC(=O)c1cccc(N2C(=NC(=O)C(C)C)SC3CS(=O)(=O)CC32)c1 (configuration not stated)	6	-1	-12	-4	1.1	2.3	26	-9	-0.3	2
CCS(=O)c1ccccc1C(=O)OCC(=O)N1CCC(c2ccccc2)=N1 (configuration not stated)	3	1	1	-8	0.5	1.9	·	·	0.8	-4
Cc1nc2ccc(Oc3ccccc3)cc2s1	7	0	-49	12	-1.7	0.4	·	·	i	3
CC(=O)Oc1ccc(C(=O)Cc2ccccn2)c(O)c1	-1	1	7	20	0.2	1.9	-2	-2	-0.4	5
